MC4R antagonist – antagonists of human melanocortin 4 receptor (MC4R); inhibition, % at 6.5 µM; actives 0.48% (n = 360,000); MC4R-expressing cells, MTII-stimulated cAMP, LANCE TR-FRET; AID 540295;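 active = inhibition above its plate's cutoff, the mean of tested wells on that plate plus 3 SD, cut at about 29% in these data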;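 also: 0% = Melanotan II alone and 100% = Melanotan II plus saturating MCL0020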
Target sequence (P32245 whole entry, looked up): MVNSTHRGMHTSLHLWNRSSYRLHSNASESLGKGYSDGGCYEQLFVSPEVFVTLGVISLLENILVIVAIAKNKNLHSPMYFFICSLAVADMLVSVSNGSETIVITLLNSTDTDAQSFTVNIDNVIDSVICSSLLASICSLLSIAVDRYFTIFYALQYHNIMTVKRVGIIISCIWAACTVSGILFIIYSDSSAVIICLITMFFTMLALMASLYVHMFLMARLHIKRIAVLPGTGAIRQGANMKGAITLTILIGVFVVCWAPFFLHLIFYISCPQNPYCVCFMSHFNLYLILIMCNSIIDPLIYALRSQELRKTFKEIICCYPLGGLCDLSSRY
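System: U2OS-MC4R stable cell line; Technique: Eu-cAMP/anti-cAMP TR-FRET, emission 671 nm; Repeats: single well per compound; Also added: Melanotan II; Dosing: one concentration, 6.5 µM nominal; Schedule: 30-min compound, 1-h challenge, 1-h detection, room temperature.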
aDG glyco act – increases alpha dystroglycan glycosylation; activation, % at 10 µM; actives 0.22% (n = 360,000); Pro5-aDG cells, alpha-DG glycosylation AlphaScreen (IIH6); 0% Pro5, 100% B10-LARGE cell signal;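 active = activation of at least 8% versus controls, or a plate z-score of at least 8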;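 also: Pro5 are CHO cells carrying HIG-tagged alpha-DG that lacks glycosylation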
MC4R ag barr – agonists of human melanocortin 4 receptor (MC4R) beta-arrestin; AID 540308; P32245; activation, % at 8.9 µM; actives 0.98% (n = 360,000); U2OS MC4R beta-arrestin complementation, luminescence; percent of melanotan II response, DMSO zero;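 active = activation above a per-plate cutoff, the mean activation of sample wells on that plate plus 3 SD, cut at about 8% in these data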
H9c2 protect – modulators protecting cardiomyocytes from myocardial damage; actives 0.63% (n = 360,000); protection from H2O2 cell death, % at 20 µM; AID 588492; H9c2 cardiomyocytes, H2O2 injury protection, ATPLite, 2 h;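 active = compounds giving at least 50% protection of heart cells from peroxide-induced death in the single-dose screen, raw or plate-pattern-corrected value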;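 also: 0% = DMSO wells with peroxide and 100% = DMSO wells without peroxide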
Glyco luc inh – blocks N-linked glycosylation in D54 reporter cells. D54 ERlucT glycosylation luciferase reporter, 24 h; percent of 100 nM tunicamycin response. reporter increase, % at 12.5 µM. actives 0.23% (n = 360,000);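 active = mean luciferase reporter signal, scaled so untreated is 0 and the glycosylation-blocking control 100, at or above a set limit in every replicate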;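 also: luciferase carries N-glycosylation sites so blocking glycosylation raises the light; 0% = median of neutral control wells and 100% = median of 100 nM tunicamycin wells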
ABCB6 inh MLPCN – inhibitors of human ABC transporter ABCB6; Q9NP58; K562-ABCB6 porphyrin accumulation, flow cytometry, 1 h; stronger effect = lower value; fluorescence ratio to DMSO, % at 10 µM; actives 0.19% (n = 360,000);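 active = fluorescence ratio to DMSO below 75%, the collection mean minus 3 SD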;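 also: signal is porphyrin accumulated inside mitochondria; 100% equals median channel fluorescence of DMSO control wells; lower ratio means ABCB6 inhibition with less porphyrin fluorescence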
Exocytosis inh – blocks lytic granule exocytosis | actives 0.66% (n = 360,000) | TALL-104 LAMP-1 surface exposure, flow cytometry; cells stimulated with thapsigargin and PMA | inhibition, % at 10 µM;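 active = inhibition above about 55%, limit read from the data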
ABHD5 PLIN5 PPI – blocks binding of human ABHD5 to perilipin-5. actives 0.78% (n = 360,000). inhibition, % at 4 µM. Q00G26+Q8WTS1. Split G. princeps luciferase complementation, luminescence, 4 h;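 active = inhibition above the mean inhibition across every tested compound plus 3 SD, cut at about 22% in these data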;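 also: 0% = DMSO only wells and the 100% control is not disclosed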
m5-HT2A agonist – agonists of mouse serotonin 5-HT2A receptor (HTR2A); actives 0.66% (n = 360,000); P35363; activation, % at 7.6 µM; AID 624169; CHO-K1 mHTR2A beta-arrestin complementation, luminescence; percent of 30 µM serotonin response;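 active = activation above a run cutoff, the mean activation of all tested compounds plus 3 SD, cut at about 14% in these data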;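 also: 0% = plate median of compound wells and 100% = 30 µM serotonin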
Target sequence (P35363 whole entry, looked up): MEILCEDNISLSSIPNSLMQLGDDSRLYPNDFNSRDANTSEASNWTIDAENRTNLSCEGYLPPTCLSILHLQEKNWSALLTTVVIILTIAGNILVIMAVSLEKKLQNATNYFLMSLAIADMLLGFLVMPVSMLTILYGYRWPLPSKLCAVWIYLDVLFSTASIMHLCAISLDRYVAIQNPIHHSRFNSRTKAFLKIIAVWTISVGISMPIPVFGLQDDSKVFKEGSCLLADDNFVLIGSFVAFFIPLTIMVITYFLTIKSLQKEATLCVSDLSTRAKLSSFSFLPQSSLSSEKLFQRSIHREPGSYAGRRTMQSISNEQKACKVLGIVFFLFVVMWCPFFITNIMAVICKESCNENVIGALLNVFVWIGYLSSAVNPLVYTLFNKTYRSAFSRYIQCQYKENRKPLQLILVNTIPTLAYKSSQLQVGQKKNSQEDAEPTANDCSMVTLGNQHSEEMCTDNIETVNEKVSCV
hiPSC survival – enhancers of human iPSC single-cell survival | hiPSC single-cell survival, ATPlite luminescence; 100% = ROCK inhibitor wells, 0% = DMSO | actives 0.044% (n = 360,000) | survival enhancement, % at 20 µM | AID 602274; in the data active = survival enhancement above about 18%;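 also: cells exposed to compounds for 16 hours before the ATP read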
The depositor's hits bear a star.

Sample of the layout (six entries):
SMILES	MC4R antagonist	aDG glyco act	MC4R ag barr	H9c2 protect	Glyco luc inh	ABCB6 inh MLPCN	Exocytosis inh	ABHD5 PLIN5 PPI	m5-HT2A agonist	hiPSC survival
CC1CCCCN1CCNC(=O)C1CCN(S(=O)(=O)c2cccc3cccnc23)CC1 (stereo unspecified)	2	-0.1	-0.1	1	1	99	-6	9	2	-1.2
Cc1cc(C)cc(OCC(=O)Nc2ccc(S(=O)(=O)Nc3ccccn3)cc2)c1	14	-1.1	0.3	-5	1	98	-6	-4	-1	-1.4
[O-][N+]12CCN(CC1)c1ccccc12	8	0.0	0.7	-2	0	100	-4	-10	0	0.1
CN1CCN(C(=S)NC(=O)c2ccc(C(C)(C)C)cc2)CC1	4	-0.1	0.0	4	1	99	1	-3	-1	2.6
COc1ccc(NC2CS(=O)(=O)CC2NCc2ccccc2)cc1 (stereo unspecified)	-6	0.3	-1.2	-3	0	99	22	-1	-2	1.6
Cc1cc(NS(=O)(=O)c2ccc(NC(=S)NC(=O)c3ccc(Br)cc3)cc2)no1	15	-0.2	-3.0	0	3	98	0	-5	-5	0.4

This part in full, previewed entries included:
SMILES	MC4R antagonist	aDG glyco act	MC4R ag barr	H9c2 protect	Glyco luc inh	ABCB6 inh MLPCN	Exocytosis inh	ABHD5 PLIN5 PPI	m5-HT2A agonist	hiPSC survival
CC1CCCCN1CCNC(=O)C1CCN(S(=O)(=O)c2cccc3cccnc23)CC1 (stereo unspecified)	2	-0.1	-0.1	1	1	99	-6	9	2	-1.2
Cc1cc(C)cc(OCC(=O)Nc2ccc(S(=O)(=O)Nc3ccccn3)cc2)c1	14	-1.1	0.3	-5	1	98	-6	-4	-1	-1.4
[O-][N+]12CCN(CC1)c1ccccc12	8	0.0	0.7	-2	0	100	-4	-10	0	0.1
CN1CCN(C(=S)NC(=O)c2ccc(C(C)(C)C)cc2)CC1	4	-0.1	0.0	4	1	99	1	-3	-1	2.6
COc1ccc(NC2CS(=O)(=O)CC2NCc2ccccc2)cc1 (stereo unspecified)	-6	0.3	-1.2	-3	0	99	22	-1	-2	1.6
Cc1cc(NS(=O)(=O)c2ccc(NC(=S)NC(=O)c3ccc(Br)cc3)cc2)no1	15	-0.2	-3.0	0	3	98	0	-5	-5	0.4
COc1cc(CC(NC(C)=O)C(=O)NC2CCN(C(=O)c3ccc(C)cc3)CC2)cc(OC)c1 (stereo unspecified)	5	0.0	-2.9	4	3	98	-14	-2	3	-0.2
CC(=O)Nc1c(C#N)c(C(C)(C)C)cn1C	13	-0.1	-1.1	-2	1	104	-1	5	-2	0.1
CC1=NNC(=O)C1CC(=O)N/N=C(/C)c1cccc([N+](=O)[O-])c1 (stereo unspecified)	-3	0.1	-0.6	1	1	93	2	2	0	-0.7
CCCNC(=O)C1(C)CCN(CCS(=O)(=O)c2ccc(C)cc2)C1 (stereo unspecified)	0	0.2	-1.6	1	-2	94	-2	-7	-9	-1.4
COc1cccc2cc(C(=O)Nc3ccccc3C)/c(=N/NS(=O)(=O)c3ccccc3)oc12	1	0.0	-0.2	1	2	98	-7	0	-5	-0.2
Clc1cccc(Cl)c1Cn1cnc2c(N3CCCCCC3)ncnc21	4	-0.1	0.9	-12	-14	94	1	3	0	-1.3
CCOCCCNC(=O)C(=O)NCCCOCC	3	0.0	1.0	0	-1	100	5	1	1	1.2
COc1ccccc1COc1cccn2c(N(C)C(=O)CCC3CCCC3)c(C)nc12	19	0.6	-0.6	-11	-5	91	0	3	3	-1.0
Cc1ccc(NC(=O)NC2CCN(CC(=O)Nc3nccs3)CC2)cc1	5	-0.2	0.5	-2	0	101	-8	1	3	0.5
Cc1ccccc1N1CC(=O)N(c2ccccc2C)CC1=O	15	0.2	1.1	11	2	93	-1	5	11	3.8
CC(=O)C1(O)CCC2C3CC(C)C4=CC(=O)CCC4(C)C3CCC21C (stereo unspecified)	17	-0.3	-0.3	-8	4	96	3	-2	3	2.3
Cc1cccc(-c2nnc(SCC(=O)Nc3cc(C)on3)n2C)c1	2	0.0	-0.7	6	3	103	-2	0	18*	-0.5
O=C(NCCCc1ccccc1)c1ccc(CS(=O)Cc2ccc(Cl)cc2)o1 (stereo unspecified)	3	0.1	-1.6	-2	-3	101	-4	-2	-2	-0.3
CN(/C=C1/C(=O)CNC1=O)CCO	8	-0.1	-2.8	0	-1	105	4	1	5	0.6
COc1ccccc1C/C(N)=N/OC(=O)COc1cc(C)cc(C)c1C	1	0.1	-1.0	-10	0	93	-4	-1	1	-0.9
CCn1c(SCC(=O)Nc2cccc(C)n2)nnc1-c1ccco1	6	0.1	-1.6	3	-1	91	0	-2	-1	-2.9
COc1ccc(C(=O)O)cc1S(=O)(=O)NCCc1ccccn1	11	0.0	0.6	11	1	104	0	4	-2	1.7
CS(=O)(=O)Nc1ccccc1N=C(c1ccccc1)c1ccccc1	-3	0.0	-1.5	2	1	98	-6	2	3	-0.6
COCCCN1C(=O)/C(=C/c2ccc(CNS(=O)(=O)c3ccccc3)o2)C(C(=O)OC)=C1C	16	-0.1	-1.7	14	-2	99	-2	13	1	0.9
COc1ccc(NC(=O)c2cc(C3CCCCN3S(=O)(=O)c3cn(C)cn3)on2)c(C)c1 (stereo unspecified)	10	0.1	0.3	-2	-1	99	-5	10	6	2.8
COc1cc2c(cc1OC)C(c1ccccc1C)CC(=O)N2 (stereo unspecified)	14	0.0	-2.2	-5	1	99	-2	10	-2	-0.4
CC(C)OP(=O)(OC(C)C)C(Nc1ccccc1)c1ccccc1C(F)(F)F (stereo unspecified)	5	-0.1	1.0	-5	-3	114	-4	5	0	-0.7
O=C(Cn1cnc2c(NCc3ccccc3)ncnc21)NCCc1cc2ccccc2[nH]1	7	-0.2	3.8	-6	0	93	-1	8	-3	2.2
O=C(OCc1csc(-c2ccccc2)n1)c1ccccc1O	3	0.0	-2.1	-6	2	94	-5	5	0	-0.7
Cn1c(CC(=O)NNC(=O)c2cccnc2)nc2ccccc21	-4	-0.1	-0.5	5	2	98	-2	0	5	-0.5
CCNC(=S)NCCN1CCCCC1	6	0.0	-0.5	-5	3	104	1	9	7	7.2
Oc1cccc(Nc2nc(O)c(/C=C3\C=Nc4ccccc43)s2)c1	-3	-0.2	3.1	19	0	134	31	4	-9	-0.5
Cc1cc(NS(=O)(=O)c2ccc(NC(=O)C(C(C)C)N3C(=O)c4ccccc4C3=O)cc2)nc(C)n1 (stereo unspecified)	13	-0.2	1.6	-4	3	100	-2	-7	1	-4.2
Cn1c(-c2ccccc2)cnc1N	5	-0.1	1.4	10	5	98	2	-3	-6	-2.5
Cc1ccc(Cl)cc1NC1=NC(=S)N(C(C)C)C12CCCCC2	6	0.2	-1.7	-8	1	94	0	1	5	-2.3

Rewritten in markdown: part of the list above
| compound | MC4R antagonist | aDG glyco act | MC4R ag barr | H9c2 protect | Glyco luc inh | ABCB6 inh MLPCN | Exocytosis inh | ABHD5 PLIN5 PPI | m5-HT2A agonist | hiPSC survival |
| --- | --- | --- | --- | --- | --- | --- | --- | --- | --- | --- |
| COc1ccc(NC(=O)c2cc(C3CCCCN3S(=O)(=O)c3cn(C)cn3)on2)c(C)c1 (stereo unspecified) | 10 | 0.1 | 0.3 | -2 | -1 | 99 | -5 | 10 | 6 | 2.8 |
| COc1cc2c(cc1OC)C(c1ccccc1C)CC(=O)N2 (stereo unspecified) | 14 | 0.0 | -2.2 | -5 | 1 | 99 | -2 | 10 | -2 | -0.4 |

The results go on:
SMILES	MC4R antagonist	aDG glyco act	MC4R ag barr	H9c2 protect	Glyco luc inh	ABCB6 inh MLPCN	Exocytosis inh	ABHD5 PLIN5 PPI	m5-HT2A agonist	hiPSC survival
CC(=O)Oc1ccc2nc(CN3C(=O)c4ccc([N+](=O)[O-])cc4C3=O)oc(=O)c2c1	1	0.1	2.8	12	2	119	-11	6	5	1.6
CCOc1ccc(S(=O)(=O)NCCC(=O)N2CCCCCCC2)cc1	15	0.0	-0.4	1	0	98	-4	1	11	0.0
COc1ccc(CNC(=O)CCC(=O)Nc2nnc(CC(C)C)s2)cc1	-4	-0.1	1.0	-2	1	98	7	-14	0	-0.1
CN(c1ccccc1)S(=O)(=O)c1ccc(Cl)c(C(=O)OCC(=O)N2CCOCC2)c1	10	-0.2	-1.6	1	0	99	-2	1	-3	0.2
CN(C)c1nc(NNC(=O)c2ccccc2)nc(N(C)C)n1	0	0.2	0.6	10	-2	95	1	-4	3	0.2
NC(=O)CN1CCN(c2cccc(Cl)c2)CC1	-6	0.0	-1.0	-2	3	97	-1	7	-4	1.5
O=C(/C=C/c1ccc(Cl)cc1)NCCSc1ccccc1	6	-0.1	0.8	-6	2	106	1	1	-1	4.0
Cc1nnc(-c2ccccc2)c[n+]1[O-]	-3	0.0	-2.2	-3	1	97	0	4	0	-3.3
O=C(NCCCl)Nc1ccccc1NS(=O)(=O)c1cccs1	1	0.1	-0.6	1	2	101	-17	1	-1	-1.5
CCc1nn(C)c(N)c1C	2	0.0	2.4	-4	-1	97	2	-3	-4	0.2
CCN1CCN(C(=O)C(C)Sc2nnc3nc(C)cc(C)n23)CC1 (stereo unspecified)	-2	0.0	-3.3	12	1	96	-1	-2	5	-0.5
CC(=NOC(=O)C1CCCCC1)c1nccs1	8	0.1	0.3	-7	-1	98	-3	8	2	-3.2
CC(C)Nc1nnc(SCC(=O)c2c[nH]c3ccccc23)s1	9	-0.1	-2.6	-2	2	96	-13	3	2	3.0
Cc1cc(=O)[nH]c(SCC(=O)Nc2ccc(S(=O)(=O)N3CCCCC3)cc2)n1	18	0.0	-1.5	6	1	101	0	-1	-3	4.7
Cc1ccc(C)c(S(=O)(=O)N2CCCCC2CCNC(=O)C(=O)NC2CC2)c1 (stereo unspecified)	-4	0.2	-3.1	-4	-1	98	-3	-5	-4	1.3
CCCCNC(=O)C1(C)CCCCN1C(=O)c1ccc(F)c(C)c1 (stereo unspecified)	2	0.0	-1.4	14	-1	100	-6	-4	-2	0.4
Cc1ccc(C(=O)N/N=C/c2cc(Br)ccc2O)cn1	20	0.7	-1.6	32	-5	96	-3	5	-3	0.1
Cc1occc1-c1nnc(SCC(=O)Nc2ccccn2)o1	-2	0.7	0.1	2	-4	102	0	0	6	-0.3
O=c1c2c3c(sc2n(CCN2CCCC2)c(=O)n1Cc1ccco1)CCCCC3	10	0.1	-0.2	2	-4	95	-1	16	-4	-4.4
CC(=O)Nc1ccc(Oc2ccc3c(c2)C(=O)NC3=O)cc1	11	-0.1	-0.1	1	-1	98	-11	3	1	-0.4
N#Cc1cc(-c2ccccc2)nnc1Oc1ccccc1Cl	9	0.1	1.3	-8	1	93	0	-3	-4	-4.2
O=C(OCc1ccccc1)/C(=C(\O)c1ccccc1Br)c1ccc(-c2ccccc2)cn1	2	0.0	-1.9	4	3	101	-6	-5	7	-1.8

Source: PubChem BioAssay (several laboratories)
